Compound activity from PubChem BioAssay.
DAX1 inh-1: inhibitors of human orphan nuclear receptor DAX1 (NR0B1). AID 504766. 0.99% of 340,000 active. HEK293 Gal4-DAX1 luciferase reporter, luminescence. P51843. inhibition, % at 6.75 µM;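 active = inhibition above the mean over all tested compounds plus 3 SD, cut at about 4.2% in these data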;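 also: 0% = DAX1-transfected cells with DMSO and 100% = empty-vector control cells with DMSO; inhibition shows as a rise in luminescence from relieved DAX1 repression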
Target sequence (P51843 207-470 limits assumed): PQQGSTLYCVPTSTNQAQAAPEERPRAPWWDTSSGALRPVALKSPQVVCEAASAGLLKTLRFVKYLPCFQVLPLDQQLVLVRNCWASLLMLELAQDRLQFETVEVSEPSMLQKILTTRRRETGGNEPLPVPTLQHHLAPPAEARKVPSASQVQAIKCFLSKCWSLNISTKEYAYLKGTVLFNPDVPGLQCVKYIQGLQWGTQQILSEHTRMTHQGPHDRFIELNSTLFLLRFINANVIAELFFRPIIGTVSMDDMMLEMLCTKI
hcDAF12 agonist: H. contortus DAF-12 activation, primary screen. HEK293 hcDAF-12 lit1-tk-luc reporter, luminescence; 0% DMSO, 100% Δ7-dafachronic acid. activation, % at 6.8 µM. 1.4% of 370,000 active. AID 652067;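 active = activation above the mean of all tested compounds plus 3 SD, cut at about 5.5% in these data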;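 also: 100% = response to 3 µM Δ7-dafachronic acid high control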
ssDAF-12 act: activates DAF-12 receptor from parasite S. stercoralis; activation, % at 6.8 µM; 1% of 370,000 active; HEK293 ssDAF-12/GRIP1 lit1-tk-luc reporter, luminescence; % of 3 µM dafachronic acid response;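 active = activation above the mean over all tested compounds plus 3 SD, cut at about 0.9% in these data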;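 also: 0% = DMSO-only wells and 100% = 3 µM delta7-dafachronic acid wells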
DAX1 inh-2: DAX1 (NR0B1) inhibition, primary screen. HEK293T StAR-luciferase reporter, SF-1/DAX-1 repression relief. inhibition, % at 6.8 µM. 1.1% of 370,000 active. AID 652010;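 active = inhibition above the mean over all tested compounds plus 3 SD, cut at about 3.6% in these data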;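 also: 0% = DAX-1 cells with DMSO and 100% = cells lacking DAX-1 with DMSO; higher inhibition means more luminescence from relief of DAX-1 repression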
SMARCA2 act: SMARCA2 function activation, primary screen; MG213 cells, MMTV-luciferase reporter, dexamethasone, overnight; 1% of 370,000 active; activation, % at 9.1 µM; in the data active = activation above about 7.8%;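 also: 0% = vehicle wells and 100% = reference activator wells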
ADAM10 inh: inhibits human ADAM10. inhibition, % at 7 µM. 0.62% of 370,000 active. recombinant ADAM10, EDANS/DABCYL FRET peptide cleavage, 3 h;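 active = inhibition above a per-campaign cutoff equal to the mean of compounds falling between control-based bounds plus 3 SD, cut at about 20% in these data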;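 also: 0% = DMSO wells while the 100% control is not disclosed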
GC-A act: GC-A (human) enzyme activation. P16066. HEK293 GC-A cells, cGMP TR-FRET, EC30 ANP; 0% at EC30 ANP, 100% saturating ANP. activation, % at 10 µM. 0.14% of 370,000 active. AID 1671463; in the data active = activation above about 40%
PG9 binder: PG9 antibody binding by small molecule | TR-FRET gp120-PG9 antibody binding | inhibition, % at 6.7 µM | 0.43% of 360,000 active | AID 624416; in the data active = inhibition above about 8.5%
GAA850 FXN act: frataxin GAA850 promoter activation | AID 540364 | activation, % at 6 µM | 0.56% of 360,000 active | HEK293 lucGAA850 FXN promoter luciferase reporter, 24 h; percent of 10 µM SAHA response;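 active = activation above the average of all compounds screened plus 3 SD, cutoff fixed separately per campaign, cut at about 7.5% in these data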;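 also: 0% = DMSO wells and 100% = 10 µM SAHA wells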
hgDAF12 agonist: agonists of H. glycines DAF-12 nuclear receptor; HEK293 GAL4-hgDAF12 UAS-luciferase reporter, agonist luminescence; normalized to butyrate control; activation, % at 6.8 µM; 1.8% of 370,000 active; AID 687014;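 active = activation above a cutoff set at the mean of all screened compounds plus 3 SD, cut at about 10% in these data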;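 also: 0% = DMSO wells and 100% = sodium butyrate wells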
ADAM17 inh: inhibits human ADAM17; P78536; recombinant ADAM17, EDANS/DABCYL FRET peptide cleavage; inhibition, % at 6.95 µM; 0.83% of 370,000 active; AID 720648;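 active = inhibition above the mean of compounds lying between control limits plus 3 SD, set per campaign, cut at about 8.5% in these data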;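 also: 0% = DMSO-only wells as the low control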
Target sequence (P78536 215-824 limits assumed): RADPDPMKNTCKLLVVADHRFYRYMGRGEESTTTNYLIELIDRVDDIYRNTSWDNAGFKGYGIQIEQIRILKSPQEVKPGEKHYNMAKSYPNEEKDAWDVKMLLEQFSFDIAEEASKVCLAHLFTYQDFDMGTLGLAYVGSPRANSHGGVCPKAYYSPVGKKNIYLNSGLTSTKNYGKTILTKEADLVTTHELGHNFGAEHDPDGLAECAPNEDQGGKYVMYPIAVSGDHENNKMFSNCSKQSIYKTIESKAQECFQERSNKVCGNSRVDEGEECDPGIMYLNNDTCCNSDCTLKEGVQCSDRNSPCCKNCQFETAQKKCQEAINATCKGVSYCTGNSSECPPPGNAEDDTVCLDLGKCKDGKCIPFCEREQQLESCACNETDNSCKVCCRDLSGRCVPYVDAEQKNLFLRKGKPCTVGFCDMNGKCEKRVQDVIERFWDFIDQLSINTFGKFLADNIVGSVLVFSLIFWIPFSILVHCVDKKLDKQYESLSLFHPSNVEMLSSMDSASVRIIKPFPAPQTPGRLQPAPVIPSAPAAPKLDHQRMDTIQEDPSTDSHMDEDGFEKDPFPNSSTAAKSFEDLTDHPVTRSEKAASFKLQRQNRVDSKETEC
The depositor's hits bear a star.

Cc1onc(-c2ccccc2Cl)c1C(=O)NC1CCCCCC1 was read as DAX1 inh-1 1.0, hcDAF12 agonist 0.5, ssDAF-12 act -1.3, DAX1 inh-2 -0.4, SMARCA2 act -0.1, ADAM10 inh 1.3, GC-A act -0.1, PG9 binder -0.1, GAA850 FXN act -0.3, hgDAF12 agonist 1.6 and ADAM17 inh -0.9.
`Cc1ccc(NC(=O)CCC(=O)N2CCN(S(=O)(=O)c3ccc(C)cc3)CC2)cc1` gave DAX1 inh-1 -0.2, hcDAF12 agonist 0.7, ssDAF-12 act -0.7, DAX1 inh-2 -0.5, SMARCA2 act -2.0, ADAM10 inh -0.4, GC-A act -0.3, PG9 binder -0.6, GAA850 FXN act 1.3, hgDAF12 agonist 1.5 and ADAM17 inh -1.5.
For CCCCc1nnc(NC(=O)CCS(=O)(=O)c2ccc(C)cc2)s1 the results were DAX1 inh-1 0.9, hcDAF12 agonist 1.6, ssDAF-12 act -1.4, DAX1 inh-2 0.0, SMARCA2 act -1.3, ADAM10 inh -0.8, GC-A act 0.2, PG9 binder -0.8, GAA850 FXN act -2.4, hgDAF12 agonist 1.2 and ADAM17 inh -1.5.
For O=C1CCSc2cccc3cccc(c23)N1 the results were DAX1 inh-1 -0.6, hcDAF12 agonist -0.2, ssDAF-12 act -1.6, DAX1 inh-2 0.1, SMARCA2 act -2.2, ADAM10 inh -2.3, GC-A act -3.1, PG9 binder 3.7, GAA850 FXN act 2.2, hgDAF12 agonist -2.5 and ADAM17 inh -4.9.
Screening CC(C)(C)NC(=O)C(c1ccc(-c2ccccc2)cc1)n1c(=O)c(-c2ccco2)nc2ccccc21 (stereo not given) returned hcDAF12 agonist 3.1, ssDAF-12 act 0.0, DAX1 inh-2 1.2, SMARCA2 act 7.2, ADAM10 inh -11.1, GC-A act -7.3, PG9 binder 0.5, hgDAF12 agonist 4.0 and ADAM17 inh -3.4.
For Cc1ccc(S(=O)(=O)NC(=O)C2(C)CCN2C(=O)CCc2ccc(Cl)cc2Cl)nc1 (stereo not given) the results were hcDAF12 agonist -0.3, ssDAF-12 act -1.2, DAX1 inh-2 -0.6, SMARCA2 act -2.7, ADAM10 inh -3.8, GC-A act 0.3, PG9 binder 0.0, GAA850 FXN act 0.7, hgDAF12 agonist 0.4 and ADAM17 inh -1.6.
Screening CC1=C(C)CC(C(=O)NC2CCN(C(C)C)CC2)C(C(=O)O)C1 (stereo not given) returned DAX1 inh-1 0.2, hcDAF12 agonist -0.5, ssDAF-12 act -0.5, DAX1 inh-2 1.0, SMARCA2 act -0.2, ADAM10 inh 1.8, GC-A act 2.6, PG9 binder -1.0, GAA850 FXN act 1.5, hgDAF12 agonist -0.6 and ADAM17 inh -1.5.
Screening CC1=C(C(=O)N2CCOCC2)CC(CC(=O)NC(c2ccccc2)c2ccccc2)C(=O)N1Cc1ccc(C(C)(C)C)cc1 (stereo not given) returned DAX1 inh-1 2.2, hcDAF12 agonist 0.4, ssDAF-12 act -1.3, DAX1 inh-2 -1.0, SMARCA2 act 2.3, ADAM10 inh 10.7, GC-A act -0.2, PG9 binder -1.1, GAA850 FXN act 0.6, hgDAF12 agonist -1.3 and ADAM17 inh 2.9.
For Cc1ccc(NC(=O)c2ccc(OC(=O)CCN3C(=O)c4ccccc4C3=O)cc2)cc1 the results were DAX1 inh-1 0.7, hcDAF12 agonist -0.4, ssDAF-12 act -0.6, DAX1 inh-2 1.3, SMARCA2 act 3.3, ADAM10 inh 0.2, GC-A act 2.1, PG9 binder -0.8, GAA850 FXN act 4.5, hgDAF12 agonist 3.4 and ADAM17 inh 1.0.
For COc1ccc(C(=O)OCC(=O)Nc2ccc(N3CCOCC3)cc2)cc1 the results were DAX1 inh-1 1.6, hcDAF12 agonist -0.7, ssDAF-12 act -0.8, DAX1 inh-2 -1.0, SMARCA2 act 4.9, ADAM10 inh 4.4, GC-A act 2.8, PG9 binder -2.0, GAA850 FXN act -0.7, hgDAF12 agonist -1.3 and ADAM17 inh 0.5.
For COc1cc(CC(=O)OCC(=O)NCCc2ccc(S(N)(=O)=O)cc2)cc(OC)c1OC the results were DAX1 inh-1 0.4, hcDAF12 agonist 0.2, ssDAF-12 act -1.1, DAX1 inh-2 0.4, SMARCA2 act -3.7, ADAM10 inh -12.2, GC-A act -0.1, PG9 binder -0.7, GAA850 FXN act -0.2, hgDAF12 agonist 4.6 and ADAM17 inh -1.0.
CC1CCN(c2ncnc3ccccc23)CC1 was read as DAX1 inh-1 -3.0, hcDAF12 agonist -3.3, ssDAF-12 act -1.8, DAX1 inh-2 -2.4, SMARCA2 act -5.1, ADAM10 inh 3.3, GC-A act -1.4, PG9 binder -1.8, GAA850 FXN act 0.7, hgDAF12 agonist -4.5 and ADAM17 inh 1.3.
Screening CC(C)(C)OC(=O)NCC(=O)NCC(=O)OCc1ccccc1 returned DAX1 inh-1 0.2, hcDAF12 agonist 0.8, ssDAF-12 act -1.4, DAX1 inh-2 -0.2, SMARCA2 act 3.5, ADAM10 inh 9.2, GC-A act 0.6, PG9 binder -1.8, GAA850 FXN act -1.2, hgDAF12 agonist -0.3 and ADAM17 inh 0.2.
Screening O=C(Oc1ccc2ccc(O)cc2c1)c1ccccc1Cl returned DAX1 inh-1 1.9, hcDAF12 agonist 3.6, ssDAF-12 act -0.3, DAX1 inh-2 0.8, SMARCA2 act 4.3, ADAM10 inh 12.9, GC-A act 2.3, PG9 binder -1.5, GAA850 FXN act 2.2, hgDAF12 agonist 13.9* and ADAM17 inh 1.8.
`CC(C)(C)c1ccc(OCc2ccc(C(=O)Nc3cccnc3)o2)cc1` gave DAX1 inh-1 0.4, hcDAF12 agonist -2.9, ssDAF-12 act -1.1, DAX1 inh-2 -0.4, SMARCA2 act -1.8, ADAM10 inh 4.8, GC-A act -0.3, PG9 binder -1.8, GAA850 FXN act 1.5, hgDAF12 agonist 3.5 and ADAM17 inh 5.0.
Screening CSc1ccccc1NC(=O)c1csc(C)c1 returned DAX1 inh-1 1.8, hcDAF12 agonist 2.0, ssDAF-12 act -0.7, DAX1 inh-2 -0.5, SMARCA2 act -1.7, ADAM10 inh -3.5, GC-A act -4.5, PG9 binder 1.2, GAA850 FXN act 4.1, hgDAF12 agonist 6.5 and ADAM17 inh -0.3.
Screening Cc1ccccc1OCC(=O)O/N=C(\N)Cc1ccc(Cl)cc1 returned DAX1 inh-1 1.2, hcDAF12 agonist -1.1, ssDAF-12 act -1.0, DAX1 inh-2 -0.4, SMARCA2 act 0.2, ADAM10 inh 5.1, GC-A act -0.7, PG9 binder -0.9, GAA850 FXN act -1.8, hgDAF12 agonist 0.5 and ADAM17 inh 2.5.
`COc1ccc(S(=O)(=O)N2CCC(C(=O)NN3CCCCC3)CC2)cc1` gave DAX1 inh-1 0.3, hcDAF12 agonist -1.5, ssDAF-12 act -1.5, DAX1 inh-2 -1.1, SMARCA2 act 0.4, ADAM10 inh -2.6, GC-A act -0.7, PG9 binder 1.2, GAA850 FXN act 0.1, hgDAF12 agonist -2.1 and ADAM17 inh -0.5.
For O=C(O)CN1C(=O)CCS(=O)c2ccccc21 (stereo not given) the results were DAX1 inh-1 2.8, hcDAF12 agonist -0.1, ssDAF-12 act -1.7, DAX1 inh-2 -1.5, SMARCA2 act -0.9, ADAM10 inh -10.4, GC-A act 3.9, PG9 binder -1.3, GAA850 FXN act -0.7, hgDAF12 agonist 2.4 and ADAM17 inh -4.5.
`CCN(CC)CCNC(=O)C12CC3CC(C)(CC(C)(C3)C1)C2` gave DAX1 inh-1 -0.8, hcDAF12 agonist 0.1, ssDAF-12 act -0.8, DAX1 inh-2 1.2, SMARCA2 act -1.6, ADAM10 inh -27.8, GC-A act 1.9, PG9 binder -1.0, GAA850 FXN act 0.1, hgDAF12 agonist 2.1 and ADAM17 inh -10.6.
Screening O=S(=O)(c1ccc(Br)s1)N1CCC(c2nc3ccccc3o2)CC1 returned hcDAF12 agonist -3.6, ssDAF-12 act -0.5, DAX1 inh-2 -0.6, SMARCA2 act -6.5, ADAM10 inh -8.0, GC-A act -6.3, hgDAF12 agonist -2.2 and ADAM17 inh 0.6.
Cc1ccc(-c2nc(N)n(C(=O)Cc3ccccc3)n2)cc1 was read as DAX1 inh-1 -0.8, hcDAF12 agonist 0.2, ssDAF-12 act -0.4, DAX1 inh-2 1.8, SMARCA2 act 1.4, ADAM10 inh 7.2, GC-A act 4.6, PG9 binder -2.2, GAA850 FXN act 0.6, hgDAF12 agonist 0.1 and ADAM17 inh 1.2.
[O-]/[N+](=N\Nc1ccc(Cl)cc1)c1ccccc1 was read as DAX1 inh-1 0.1, hcDAF12 agonist 1.7, ssDAF-12 act -0.7, DAX1 inh-2 0.9, SMARCA2 act 1.8, ADAM10 inh -3.1, GC-A act -1.0, PG9 binder 0.2, GAA850 FXN act 3.7, hgDAF12 agonist 5.9 and ADAM17 inh -2.4.
Screening COc1ccc(NC(C)=O)cc1NC(=O)c1cccc(S(=O)(=O)N2CCc3ccccc32)c1 returned DAX1 inh-1 -0.1, hcDAF12 agonist -1.9, ssDAF-12 act -1.5, DAX1 inh-2 -2.5, SMARCA2 act -0.1, ADAM10 inh 4.5, GC-A act -0.7, PG9 binder 1.8, GAA850 FXN act -0.6, hgDAF12 agonist 1.2 and ADAM17 inh 2.1.
Screening CC(=O)c1ccc(NC(=O)C2=CC(c3ccc4c(c3)OCO4)=NS(=O)(=O)N2C)cc1 returned DAX1 inh-1 1.5, hcDAF12 agonist -1.4, ssDAF-12 act -1.0, DAX1 inh-2 -0.5, SMARCA2 act -2.1, ADAM10 inh 6.2, GC-A act -4.2, PG9 binder -2.2, GAA850 FXN act 0.7, hgDAF12 agonist -1.4 and ADAM17 inh 3.6.
For O=c1[nH]nc(CNc2ccc(C(F)(F)F)cc2)c2ccccc12 the results were DAX1 inh-1 0.3, hcDAF12 agonist -3.3, ssDAF-12 act -1.5, DAX1 inh-2 0.6, SMARCA2 act 1.1, ADAM10 inh 9.4, GC-A act -2.1, PG9 binder 1.1, GAA850 FXN act 5.3, hgDAF12 agonist -0.1 and ADAM17 inh 4.8.
`CCc1nc2c(OCCOC)cccn2c1N(C)C(=O)c1ccco1` gave hcDAF12 agonist 2.8, ssDAF-12 act -0.6, DAX1 inh-2 0.3, SMARCA2 act -2.2, ADAM10 inh -19.1, GC-A act 3.6, PG9 binder 1.0, GAA850 FXN act -0.7, hgDAF12 agonist -3.6 and ADAM17 inh -1.9.
O=C(CC1CCCCC1)NCc1ccccc1 was read as DAX1 inh-1 3.8, hcDAF12 agonist 0.5, ssDAF-12 act 0.5, DAX1 inh-2 0.8, SMARCA2 act 2.9, ADAM10 inh -3.6, GC-A act -0.1, PG9 binder 1.3, GAA850 FXN act 1.4, hgDAF12 agonist 4.0 and ADAM17 inh -3.5.
